TAAR1 agonist: human TAAR1 agonism; CHO RD-HGA16 TAAR1, Fluo-8 calcium fluorescence; vehicle wells 0%, saturating PEA agonist 100%; 360,000 compounds, 0.99% hits; AID 624467; activation, % at 3 µM;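 active = activation above the mean activation of all test compounds in the run plus 3 SD, cut at about 38% in these data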
Target sequence (Q96RJ0 whole entry, looked up): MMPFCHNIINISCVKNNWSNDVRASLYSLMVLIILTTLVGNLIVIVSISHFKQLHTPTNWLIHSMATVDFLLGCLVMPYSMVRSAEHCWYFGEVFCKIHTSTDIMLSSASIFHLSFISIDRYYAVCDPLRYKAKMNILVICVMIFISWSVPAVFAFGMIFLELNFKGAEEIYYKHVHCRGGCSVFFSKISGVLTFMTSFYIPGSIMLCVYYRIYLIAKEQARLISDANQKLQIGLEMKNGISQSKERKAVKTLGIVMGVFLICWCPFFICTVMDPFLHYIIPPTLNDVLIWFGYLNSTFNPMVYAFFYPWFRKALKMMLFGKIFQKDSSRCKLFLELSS
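System: CHO-derived RD-HGA16 cells with stable Gα16 and human TAAR1 / Times: 17-24 h plating, Fluo-8 75 min 37 °C, 30 min RT / Technique: calcium-sensitive Fluo-8 signal, excitation 470-495, emission 515-575 nm / Measure: % activation relative to PEA EC100 response / Benchmarks: DMSO and PEA EC100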
OXTR potentiate: potentiates the human oxytocin receptor response. AID 2445. 320,000 compounds, 0.061% hits. CHO-OTR cells, Fluo-8 calcium fluorescence, potentiator mode; 0% = oxytocin EC15, 100% = EC100. activation, % at 3 µM. P30559;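 active = activation above that plate's cutoff, the mean activation of tested compounds plus 3 SD, cut at about 6.6% in these data, passing the limit was not always enough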;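 note: 100% uses oxytocin at 75 nM as the full agonist control; some results filed as inactive read as strong as hits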
Target sequence (P30559 whole entry, looked up): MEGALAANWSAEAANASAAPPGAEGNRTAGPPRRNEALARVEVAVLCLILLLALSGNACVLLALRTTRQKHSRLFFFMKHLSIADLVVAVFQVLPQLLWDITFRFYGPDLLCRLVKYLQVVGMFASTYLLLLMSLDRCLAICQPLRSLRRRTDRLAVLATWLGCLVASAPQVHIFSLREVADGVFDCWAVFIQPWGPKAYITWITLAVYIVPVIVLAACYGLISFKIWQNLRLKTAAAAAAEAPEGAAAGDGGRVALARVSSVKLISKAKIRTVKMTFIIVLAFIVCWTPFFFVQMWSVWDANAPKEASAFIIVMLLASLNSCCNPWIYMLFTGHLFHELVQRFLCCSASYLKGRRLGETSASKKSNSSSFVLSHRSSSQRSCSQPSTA
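Assay system: CHO cell line stably expressing human OTR | Also added: Oxytocin at about EC15, sub-maximal agonist stimulus | Times: Compound 6 min at room temperature before oxytocin, 100 s read | Measured by: Fluo-8 intracellular calcium fluorescence, ex 470-495, em 515-575 nm | Controls: EC15 oxytocin alone as 0%, 75 nM oxytocin as 100%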
CHO-K1 Ca antag: counter-screen for M1 antagonists: effect in parental CHO-K1 cells; ATP-induced calcium, Fluo-8 fluorescence; inhibition, % at 3 µM; 360,000 compounds, 0.6% hits; AID 602250;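 active = inhibition above a per-plate cutoff, the plate's mean sample inhibition plus 3 SD, cut at about 24% in these data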;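 note: 0% = DMSO plus EC80 ATP and 100% = DMSO alone without ATP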
TAAR1 antagonist: human TAAR1 antagonism; Q96RJ0; CHO RD-HGA16 TAAR1, Fluo-8 calcium fluorescence, antagonist; inhibition, % at 3 µM; 360,000 compounds, 1.5% hits; AID 624466;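 active = inhibition above a per-plate cutoff, the mean inhibition of test compounds on that plate plus 3 SD, cut at about 49% in these data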;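 note: 0% = DMSO plus EC80 beta-PEA response and 100% = DMSO alone without agonist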
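Material: RD-HGA16 CHO cells with stable hTAAR1 and Gα16; Dosing: single nominal final test compound concentration of 3 µM; Schedule: seeding 17-24 h prior, 75-min 37 °C, 30-min RT dye loading; Detection: kinetic Fluo-8 calcium fluorescence measurement; Measure: % inhibition from peak post-agonist over basal fluorescence ratio; Benchmarks: vehicle and agonist controls.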
V1aR counter: counter-screen for oxytocin receptor agonists: human V1a receptor agonists | P37288 | 320,000 compounds, 0.25% hits | CHO-V1R cells, Fluo-8 calcium fluorescence, agonist mode; 0% DMSO, 100% 3 nM vasopressin | activation, % at 3 µM;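 active = activation above the mean activation of all tested compounds plus 3 SD, per screening run, cut at about 20% in these data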;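 note: signal is peak over basal fluorescence ratio across a 100 second FLIPR read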
CHO parental Ca: counter-screen for OX1R antagonists: effect in parental CHO cells. inhibition, % at 5.6 µM. parental CHO-K1, ATP-induced calcium, Fluo-8 fluorescence. 330,000 compounds, 0.63% hits. AID 463079;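 active = inhibition above that plate's mean sample inhibition plus 3 SD, cut at about 26% in these data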;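 note: 0% = ATP-challenged DMSO wells and 100% = DMSO wells without ATP; some compounds past the cut are filed as inactive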
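Material: Parental CHO cells | Reagent: ATP | Compound dosing: Single nominal dose of 5.6 µM per compound | Detection: Intracellular calcium via Fluo-8 no-wash fluorescent dye | Read-out: % inhibition of ATP-induced calcium mobilization | Benchmarks: Low control ATP plus DMSO, high control DMSO only | Replicates: Singlicate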
M1 ag parental: counter-screen for M1 agonists: effect in parental CHO-K1 cells; 360,000 compounds, 0.48% hits; AID 602248; Fluo-8 calcium fluorescence; scaled to maximal ATP response, vehicle zero; activation, % at 3 µM; in the data active = activation above about 15%;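 note: untransfected CHO-K1 host cells lacking M1 receptor as counterscreen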
CHO-K1 Ca PAM: nonselective activator or artifact in parental CHO-K1 calcium assay. activation, % at 3 µM. ATP EC20, Fluo-8 calcium fluorescence; 0% at ATP EC20, 100% at ATP max. 360,000 compounds, 0.02% hits;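 active = activation above the run cutoff, the mean activation of all test compounds plus 3 SD, cut at about 40% in these data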;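 note: peak over basal fluorescence ratio in a 140 s read after ATP addition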
CHRM1 agonist: human M1 muscarinic receptor agonism. P11229. CHO-K1 hM1, Fluo-8 calcium fluorescence, agonist mode; 0% DMSO, 100% acetylcholine EC100. activation, % at 3 µM. 360,000 compounds, 0.33% hits. AID 588814;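 active = activation above the run's mean compound activation plus 3 SD, cut at about 16% in these data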;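 note: peak over basal fluorescence ratio within a 140 s kinetic read after compound addition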
* marks the source's active call; other numbers are inactive results; x = no result given. Not a hit list. Share with any hit: about 3.3%.

Preview:
item	Structure	CHRM1 agonist	CHO-K1 Ca PAM	OXTR potentiate	M1 ag parental	TAAR1 agonist
1	CC1C(=O)C(C)C(c2ccco2)NC1c1ccco1 (configuration not stated)	-3	9	3	0.1	12
2	O=C(CSc1cn[nH]n1)Nc1ccccc1C(=O)O	-2	21	-7	0.1	2

item	TAAR1 antagonist	CHO-K1 Ca antag	CHO parental Ca	V1aR counter
1	-28	-17	-6	-0.3
2	-11	-9	7	-0.4

The whole of this part, repeating the preview:
item	Structure	CHRM1 agonist	CHO-K1 Ca PAM	OXTR potentiate	M1 ag parental	TAAR1 agonist
1	CC1C(=O)C(C)C(c2ccco2)NC1c1ccco1 (configuration not stated)	-3	9	3	0.1	12
2	O=C(CSc1cn[nH]n1)Nc1ccccc1C(=O)O	-2	21	-7	0.1	2
3	Cc1ccc(S(=O)(=O)N2CCN(C(=O)NCc3ccc(C(=O)O)cc3)CC2)cc1	-5	8	-3	1.6	1
4	C=CC[C@H]1CC(C)=C[C@H](CC=C)N1C(=O)c1cc(COc2ccccc2SC)on1	-1	15	-16	2.8	1
5	COc1cc(OC)c(C(=O)Nc2ccc3ccccc3c2)cc1OC	-5	-6	-5	0.7	x
6	O=C(O)c1ccc2c(c1)C(=O)N(NC(=O)c1ccc(O)cc1)C2=O	-4	-14	4	0.2	3
7	CCc1cccc2c(C(=O)CCl)c[nH]c12	-4	7	0	0.1	7
8	O=C(CSC(=S)N1CCSCC1)c1ccccc1	0	7	x	0.2	7

item	TAAR1 antagonist	CHO-K1 Ca antag	CHO parental Ca	V1aR counter
1	-28	-17	-6	-0.3
2	-11	-9	7	-0.4
3	-5	-13	3	0.3
4	53*	-4	44*	2.5
5	x	-6	-18	-0.7
6	4	18	-10	0.5
7	-17	7	4	0.3
8	7	1	x	x

Next records
item	Structure	CHRM1 agonist	CHO-K1 Ca PAM	OXTR potentiate	M1 ag parental	TAAR1 agonist
9	Cc1ccc(C(=O)N2CCN(C3c4cccc5cccc(c45)C3NS(=O)(=O)c3ccccc3)CC2)cc1 (configuration not stated)	-3	23	3	0.0	11
10	COc1ccc(Cl)cc1C(=O)CSc1nnnn1C1CCCCC1	-3	5	-19	0.2	15
11	CCCCn1c(SCc2nc3ccccc3s2)nc2cc(S(N)(=O)=O)ccc21	-4	0	-6	6.2	6
12	CCOC(=O)C1=C(N)Oc2cc(O)ccc2C1c1ccc(C)cc1 (configuration not stated)	-2	8	-7	-0.4	-2
13	C#CCOC(=O)c1ccccc1C(=O)OCC#C	-2	19	-2	0.2	3
14	CCn1c2ccccc2c2nnc(SCC(=O)NC3CCS(=O)(=O)C3)nc21 (configuration not stated)	-6	12	-1	0.1	3
15	CCOc1ccc(N(CC(=O)NCC2CCCO2)S(=O)(=O)c2ccc(SC)cc2)cc1 (configuration not stated)	-6	-10	-4	0.7	8
16	NC(=O)NC(c1ccccc1)c1ccccc1	-3	32	2	0.8	6

item	TAAR1 antagonist	CHO-K1 Ca antag	CHO parental Ca	V1aR counter
9	-10	-10	-28	1.5
10	14	-1	52*	3.6
11	5	0	-5	1.4
12	-6	0	-3	0.5
13	-19	-6	-18	-0.4
14	-15	3	-9	-0.1
15	8	11	-24	0.0
16	-4	-27	4	0.4

Other entries
item	Structure	CHRM1 agonist	CHO-K1 Ca PAM	OXTR potentiate	M1 ag parental	TAAR1 agonist
17	CC(NC(=O)COc1ccccc1)C(=O)NC1=NCCS1 (configuration not stated)	-9	2	-2	0.0	4
18	O=C(Cc1cccc2ccccc12)NCC(=O)N1CCN(Cc2cccc(C(F)(F)F)c2)CC1	-1	-18	-9	4.1	2
19	CCOc1ccc(OCC(=O)OC(C)C(=O)NC2CCCCC2C)cc1 (configuration not stated)	-4	31	6	1.4	-1
20	Cc1ccc(Nc2ncnc3sc(C)c(C)c23)cc1C	-4	-5	-11	-0.3	2
21	CC(C)N(Cc1ccccc1)C(=O)COC(=O)c1cnc(Cl)c(Cl)c1	-7	9	8	2.0	1
22	CCCn1cc(SCC(=O)Nc2cc(C)on2)c2ccccc21	-3	8	-6	0.4	-2
23	CC(C)=CCC(C)(C)C1OCCN1C(=O)c1ccccc1 (configuration not stated)	-3	1	0	0.3	10
24	Cc1ccc(OC(C)C(=O)Nc2ccc(S(=O)(=O)N3CCOCC3)cc2)cc1 (configuration not stated)	22*	26	-17	11	66*

item	TAAR1 antagonist	CHO-K1 Ca antag	CHO parental Ca	V1aR counter
17	-6	-12	-5	0.3
18	3	16	-4	11
19	-3	-19	-15	-1.3
20	-10	-9	-10	-1.4
21	-10	-7	5	-0.9
22	-25	-8	-4	-0.5
23	4	-2	-12	-1.6
24	26	-10	10	20

3 entries from above, reformatted:
The line under a structure holds: CHRM1 agonist	CHO-K1 Ca PAM	OXTR potentiate	M1 ag parental	TAAR1 agonist	TAAR1 antagonist	CHO-K1 Ca antag	CHO parental Ca	V1aR counter
#9 Cc1ccc(C(=O)N2CCN(C3c4cccc5cccc(c45)C3NS(=O)(=O)c3ccccc3)CC2)cc1 (configuration not stated)
    -3	23	3	0.0	11	-10	-10	-28	1.5
#22 CCCn1cc(SCC(=O)Nc2cc(C)on2)c2ccccc21
    -3	8	-6	0.4	-2	-25	-8	-4	-0.5
#4 C=CC[C@H]1CC(C)=C[C@H](CC=C)N1C(=O)c1cc(COc2ccccc2SC)on1
    -1	15	-16	2.8	1	53*	-4	44*	2.5

The list goes on:
item	Structure	CHRM1 agonist	CHO-K1 Ca PAM	OXTR potentiate	M1 ag parental	TAAR1 agonist
25	Cc1cc(SCC(=O)N2CCN(C(=O)c3ccco3)CC2)c(C)cc1Br	-3	20	-8	5.2	11
26	COc1cc(CC(NC(C)=O)C(=O)NC2CCN(C(=O)c3cc(OC)c(OC)c(OC)c3)CC2)cc(OC)c1 (configuration not stated)	0	-11	-8	0.1	4
27	Cc1ccc(S(=O)(=O)N(C)CC(=O)NCc2ccncc2)cc1	-3	18	-12	0.3	7
28	CC(C)C(=O)Nc1ccc(-c2nnc(-c3ccccc3)o2)cc1	6	-14	x	0.0	3
29	COc1cccc(CNC(=O)CSc2nc3c(oc4ccccc43)c(=O)n2CC2CCCO2)c1 (configuration not stated)	-2	11	-7	-0.2	3
30	Cc1occc1-c1nnc(SCC(=O)c2cc3ccccc3oc2=O)o1	-5	-5	-2	0.4	9
31	CC(Oc1ccc(Br)cc1)C(=O)N(Cc1ccccc1)c1c(N)n(Cc2ccccc2)c(=O)[nH]c1=O (configuration not stated)	-5	6	x	0.0	0
32	CC(=O)c1cccc(NC(=O)CN2C(=S)NC(C)(C)CC2C)c1 (configuration not stated)	-3	0	0	0.1	7

item	TAAR1 antagonist	CHO-K1 Ca antag	CHO parental Ca	V1aR counter
25	-11	-18	-19	3.9
26	11	6	-8	-0.4
27	4	-4	-2	0.2
28	6	5	x	x
29	11	10	-12	0.1
30	8	10	-25	1.7
31	-12	-7	x	x
32	-4	-8	1	1.0

Further results:
item	Structure	CHRM1 agonist	CHO-K1 Ca PAM	OXTR potentiate	M1 ag parental	TAAR1 agonist
33	C=C(Br)Cn1cnc2ccccc21	-7	0	-1	0.8	0
34	O=C(Nc1ccncc1)c1ccc(Cl)c(S(=O)(=O)N2CCCC2)c1	-1	-29	-11	3.7	13
35	CC(=O)Nc1ccc(S(=O)(=O)N2CCN(c3ccccn3)CC2)cc1	-4	25	-3	4.6	14
36	Cc1cccc(C(=O)O)c1O	-3	19	x	0.6	0
37	COc1ccc(OC)c(S(=O)(=O)N(C(C)=O)c2ccc3oc(=O)sc3c2)c1	-5	1	-18	0.1	6
38	COC(=O)[C@H]1CCCN1C(=O)Nc1cccc(Oc2c(F)c(F)c(F)c(F)c2F)c1	-2	15	-2	2.1	29
39	O=C1C=C(c2ccc(Br)c3ccccc23)C[C@@H](c2ccc3c(c2)OCO3)C1	-1	3	-6	0.3	9
40	O=C(Nc1nc([C@@H]2O[C@H](CO)[C@@H](O)[C@H](O)[C@H]2O)cs1)NC(c1ccccc1)c1ccccc1	-1	-7	x	0.1	0

item	TAAR1 antagonist	CHO-K1 Ca antag	CHO parental Ca	V1aR counter
33	-11	-13	6	2.6
34	-8	10	-6	7.4
35	-3	-13	-2	1.4
36	12	-4	x	x
37	9	2	-9	0.9
38	-8	0	-13	2.7
39	-20	-9	-36	-0.2
40	-7	3	x	x

The list goes on.
item	Structure	CHRM1 agonist	CHO-K1 Ca PAM	OXTR potentiate	M1 ag parental	TAAR1 agonist
41	O=C(NC1CCOCC1)C1CCC(=O)N(Cc2cccc(C(F)(F)F)c2)C1 (configuration not stated)	-2	7	-1	0.7	0
42	Cc1ccc(S(=O)(=O)N(C)C)cc1NC(=O)c1cccs1	-1	6	-4	1.5	2
43	Cc1ccc(S(=O)(=O)N2[C@@H](c3ccc4c(c3)OCO4)C(C(=O)O)=C[C@H]2C(C)(C)C)cc1	-3	20	-3	1.6	2
44	O=C(C1=C(O)C(=O)N(Cc2ccccc2)C1c1cccnc1)c1ccco1 (configuration not stated)	-2	12	-8	0.1	1
45	CCN(CC)CCNC(=O)c1cn(CC)c2cc(N3CCN(C)CC3)c(F)cc2c1=O	-6	-4	-15	0.3	0
46	CCCCOC(=O)c1ccc(NS(=O)(=O)c2cc(-c3nnnn3CC)ccc2OC)cc1	3	20	-13	3.7	9
47	O=C(CN1CCN(S(=O)(=O)c2ccc(Br)cc2)CC1)Nc1ccc2c(c1)OCO2	4	21	-10	22*	7

item	TAAR1 antagonist	CHO-K1 Ca antag	CHO parental Ca	V1aR counter
41	0	-9	-15	0.6
42	-22	-3	-8	0.6
43	11	-11	-7	0.1
44	-3	-1	1	0.1
45	-16	-7	-11	1.9
46	19	-8	-10	4.3
47	-6	0	-5	3.7

Source: PubChem BioAssay (The Scripps Research Institute Molecular Screening Center)
